TWEAK Fn14 block: blocks TWEAK-Fn14 interaction in a reporter cell assay | TWEAK-stimulated Fn14 reporter cells, luciferase luminescence, 8 h | inhibition, % at 10 µM | hit rate 2% among 360,000 | AID 1159606; in the data active means inhibition above about 50%
TROY signal inh: blocks TROY-dependent signaling in reporter cells; hit rate 0.98% among 360,000; inhibition, % at 10 µM; Q293 LMP1-TROYcd NF-kB luciferase reporter, 4 h; AID 1347056;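 active means compounds whose plate-normalised and pattern-corrected inhibition of the luciferase reporter signal at the single screening dose is 50% or more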
NCOA1 inh: inhibits human SRC1 coactivator | Q15788 | HEK293 GAL4-SRC1 luciferase reporter, luminescence | inhibition, % at 3.6 µM | hit rate 0.12% among 360,000 | AID 588354;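 active means inhibition above the campaign mean plus 3 SD, with each screening campaign given its own cutoff, cut at about 60% in these data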;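 further: 0% = DMSO treated cells and 100% = gossypol at 36 µM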
Target sequence (Q15788 whole entry, looked up, the tested form may be a part): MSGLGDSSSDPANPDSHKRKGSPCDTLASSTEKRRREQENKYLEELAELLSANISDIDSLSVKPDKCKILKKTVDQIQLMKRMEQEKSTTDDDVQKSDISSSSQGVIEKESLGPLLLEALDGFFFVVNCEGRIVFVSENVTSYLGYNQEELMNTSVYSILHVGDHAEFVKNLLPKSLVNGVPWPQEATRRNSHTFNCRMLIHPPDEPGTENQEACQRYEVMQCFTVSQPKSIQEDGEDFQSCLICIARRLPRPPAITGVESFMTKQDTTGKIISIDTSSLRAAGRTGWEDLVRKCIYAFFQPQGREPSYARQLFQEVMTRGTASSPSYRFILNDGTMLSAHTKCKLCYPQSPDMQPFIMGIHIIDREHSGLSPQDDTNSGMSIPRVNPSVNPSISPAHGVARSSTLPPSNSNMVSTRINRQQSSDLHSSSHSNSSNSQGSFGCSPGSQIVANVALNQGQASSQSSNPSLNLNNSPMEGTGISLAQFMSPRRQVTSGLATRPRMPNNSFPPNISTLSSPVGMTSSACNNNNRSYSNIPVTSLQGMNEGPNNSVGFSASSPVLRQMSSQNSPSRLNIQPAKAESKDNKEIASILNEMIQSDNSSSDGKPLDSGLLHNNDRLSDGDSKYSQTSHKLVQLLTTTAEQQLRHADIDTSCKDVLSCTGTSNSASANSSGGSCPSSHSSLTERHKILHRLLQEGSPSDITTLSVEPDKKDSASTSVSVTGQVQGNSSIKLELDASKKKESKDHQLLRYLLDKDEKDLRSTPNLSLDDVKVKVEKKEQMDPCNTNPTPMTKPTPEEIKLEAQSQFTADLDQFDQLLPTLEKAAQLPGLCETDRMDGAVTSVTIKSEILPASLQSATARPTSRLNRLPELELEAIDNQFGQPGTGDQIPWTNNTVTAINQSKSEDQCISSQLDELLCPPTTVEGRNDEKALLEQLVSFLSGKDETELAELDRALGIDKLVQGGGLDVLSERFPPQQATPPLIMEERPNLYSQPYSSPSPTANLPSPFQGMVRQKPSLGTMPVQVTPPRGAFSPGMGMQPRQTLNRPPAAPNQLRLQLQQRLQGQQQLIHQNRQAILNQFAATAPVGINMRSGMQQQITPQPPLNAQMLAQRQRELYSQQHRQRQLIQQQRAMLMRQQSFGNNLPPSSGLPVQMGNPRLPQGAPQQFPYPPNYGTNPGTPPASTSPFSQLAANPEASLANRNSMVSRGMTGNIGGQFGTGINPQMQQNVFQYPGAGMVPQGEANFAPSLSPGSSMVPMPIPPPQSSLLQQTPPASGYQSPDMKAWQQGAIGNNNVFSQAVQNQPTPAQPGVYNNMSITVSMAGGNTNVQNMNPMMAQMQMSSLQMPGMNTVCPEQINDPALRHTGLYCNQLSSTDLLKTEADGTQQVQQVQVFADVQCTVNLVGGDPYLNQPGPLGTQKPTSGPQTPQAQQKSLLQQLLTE
NR2F2 inh: blocks human COUP-TFII nuclear receptor; AID 686940; hit rate 0.7% among 370,000; inhibition, % at 8.6 µM; HEK293T NGFI-A luciferase reporter, luminescence;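 active means inhibition above a per-plate cutoff, mean inhibition of test wells between control levels plus 3 SD, cut at about 38% in these data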;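 further: cells cotransfected with COUP-TFII expression vector driving the NGFI-A reporter; 0% = median of COUP-TF2 test wells and 100% = reporter-only cells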
TRAIL sens C8: sensitizes caspase-8 expressing cells to TRAIL; NB7+C8 cells + TRAIL, ATPlite viability luminescence; inhibition (viability loss, TRAIL sensitization), % at 10 µM; hit rate 1% among 360,000;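 active means compounds causing at least 50% loss of cell viability in the single-dose screen, relative to plate controls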
LRH-1 inv ag: inverse agonists of human LRH-1 (NR5A2) | O00482 | HEK293T StAR-luciferase reporter, LRH-1 transfected, 24 h | inhibition, % at 3.6 µM | hit rate 0.13% among 360,000;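 active means inhibition above the mean inhibition of all tested compounds plus 3 SD, cut at about 73% in these data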;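 further: 0% = DMSO wells and 100% = reporter-only cells lacking LRH-1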
CF NFkB inh: cystic fibrosis NF-kB activation inhibition | hit rate 0.86% among 360,000 | KKLEB NF-kB-GFP reporter, PAF-induced, GFP fluorescence overnight | inhibition, % at 5 µM;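 active means at least 50% inhibition at 5 µM, scaled per plate between neutral and stimulator controls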;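 further: PAF is a Pseudomonas aeruginosa culture filtrate used as stimulus; plate controls were PAF-stimulated DMSO wells for no effect and unstimulated DMSO wells for full effect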
SRC2 inh: inhibits human steroid receptor coactivator 2; Q15596; HEK293 GAL4-SRC2 luciferase reporter, luminescence; inhibition, % at 9 µM; hit rate 0.17% among 370,000; AID 651957;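 active means inhibition above the mean inhibition of all tested compounds plus 3 SD, set per campaign, cut at about 52% in these data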;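 further: 0% = DMSO treated cells and 100% = cells given Gossypol at 36 µM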
LMP1 NFkB inh: inhibitors of Epstein-Barr LMP1-induced NF-kappaB reporter | AID 504558 | inhibition, % at 12.5 µM | hit rate 0.69% among 350,000 | LMP1-induced NF-kappaB luciferase reporter cells, luminescence; in the data active means inhibition above about 41%;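 further: 0% = neutral control wells and 100% = reference inhibitor control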
KKLEB tox: reduces viability of KKLEB cystic fibrosis airway cells; AID 602141; hit rate 0.36% among 360,000; KKLEB CF airway cells viability, ATPlite luminescence, overnight; active compounds read low; cells stimulated with P. aeruginosa culture filtrate; activity change (cytotoxicity), % at 5 µM;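 active means corrected activity change at or below -50% at 5 µM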
NCOA3 inh: inhibitors of human steroid receptor coactivator 3 (SRC3) | Q9Y6Q9 | HEK293 GAL4-SRC3 luciferase reporter, luminescence | inhibition, % at 3.6 µM | hit rate 0.17% among 360,000;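 active means inhibition above a per-campaign cutoff, the mean of all compounds plus 3 SD, cut at about 60% in these data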;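 further: 0% = DMSO-treated cells and 100% = gossypol-treated cells at 36 µM; higher means less SRC3-driven luciferase light from the GAL4 reporter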
The depositor's hits bear a star; x = no result given; & = joins results of further samples. Compounds were not picked by outcome, and some 4.2% of all compounds hit somewhere here.

Values run as follows: TWEAK Fn14 block, TROY signal inh, NCOA1 inh, NR2F2 inh, TRAIL sens C8, LRH-1 inv ag, CF NFkB inh, SRC2 inh, LMP1 NFkB inh, KKLEB tox, NCOA3 inh
1: COC(CN(C)S(=O)(=O)c1cc2c3c(c1)CCN3C(=O)CC2)OC
  -12.6, -13.9, -3.0, 0.7, 27.0, -2.1, -8.4, -1.9, 7.0, 4.2, -13.9
2: O=C(COC(=O)CNS(=O)(=O)c1ccccc1)Nc1ccc(Cl)cn1
  -12.2, -1.1, 3.3, -0.3, -0.9, 0.7, 2.0, -8.2, 0.8, 9.0, 11.1
3: COc1cccc(CN2CC(C(=O)NCCc3ccccc3C(F)(F)F)CCC2=O)c1 (stereo not drawn)
  7.0, -20.2, 6.0, -14.7, -23.4, 19.0, 1.9, -3.1, 4.7, -0.4, 23.8
4: COC(=O)c1ccc(C(=O)OC)c(NC(=O)CN2CCN(c3ccccc3)CC2)c1
  -9.6, 13.4, -15.0, 6.2, 14.7, 4.2, 12.7, -9.7, 10.1, -0.2, 1.1
5: COc1ccc(C(=O)Cc2ccc3c(c2)OCO3)c(O)c1
  -2.8, -50.2, -102.4, -48.2, 13.7, -137.9, 17.6, -69.1, -35.4, -3.8, -83.6
6: O=C1OCC(CO)(CO)N=C1NNc1ccc(Cl)c(Cl)c1
  -10.8, -18.8, 11.1, -1.3, -5.7, -54.6, 13.2, -23.6, -15.5, -7.6, 3.1
7: Cc1nn(CCCC(=O)NCc2ccccc2)c(=O)c2nn(-c3ccccc3)c(C)c12
  1.4, -1.7, 13.8, 13.6, -11.1, 6.0, -1.8, -11.4, -0.1, 2.7, 12.3
8: Cc1ccc(C)c(N(CC(=O)NC2CCCC2)C(=O)CCCC(=O)Nc2ccccn2)c1
  -10.6, 7.0, 5.7, -9.4, -6.8, -8.4, -18.6, 9.8, 10.2, 8.1, -3.1
9: O=C1CSc2ccc(S(=O)(=O)N3CCN(c4ccccc4F)CC3)cc2N1
  11.4, 21.0, 5.8, -7.6, -2.5, -0.7, -1.4, -11.5, 4.6, -33.3, 8.1
10: COc1ccc(C2COC(=O)C2=N)c(NC(=O)c2ccc(Cl)cc2)c1 (stereo not drawn)
  4.4, 3.9, -9.4, -0.9, 10.7, 8.0, 2.0, 3.3, -5.3, -8.8, -1.4
11: CN(Cc1ccccc1)C(=O)C(=O)c1c[nH]c2ccccc12
  12.4, -0.5, -5.7, 5.8, 7.3, 2.6, 1.6, 8.6, 0.5, 2.4, -2.8
12: CCOC(=O)Cc1csc(NC(=O)CC(C)(C)C)n1
  -11.9, -20.5, -30.3, -18.3, 7.2, -16.1, 11.3, -68.9, -6.6, -8.8, -6.8
13: CC(C)(C)c1nnc2sc(SCCN3C(=O)c4ccccc4C3=O)nn2c1=O
  1.3, 11.2, -7.2, 3.9, 0.3, 2.5, 12.4, -13.5, 0.2, -1.6, 9.8
14: Cc1ccc(-c2nc3cccnc3o2)cc1NC(=O)COc1ccc(Cl)cc1C
  -54.2, -34.1, -4.7, 17.0, 39.8, 5.0, 60.2*, -20.0, -24.0, -48.9, -15.7
15: COCCCNC(=O)c1ccc2sc(C3=C[C@@H](O)[C@@H](O)[C@@H](CO)O3)nc2c1
  10.4, -12.4, -4.0, -1.6, -2.5, -3.3, 8.5, -7.5, x, -2.1, -15.1
16: Cc1ccc(C)c(N2CCN(C(=O)CCS(=O)(=O)c3ccc4c(c3)NC(=O)CO4)CC2)c1
  47.3, 31.8, 27.6, 42.5*, 5.3, 29.9, 21.0, 39.6, 8.5, 4.3, 37.3
17: Cc1cccc(N(CC(=O)NC2CCCC2)C(=O)c2cc3cc4cccc(C)c4nc3s2)c1C
  20.2, 10.0, -6.6, 4.1, 2.8, -14.0, -6.6, 19.6, 7.0, -6.0, -12.1
18: OC1(c2cccs2)CN(c2ccc(Cl)cc2)C2=[N+]1CCCC2 (stereo not drawn)
  -20.0, -12.8, 10.3, 2.4, 27.6, -7.1, 2.0, 10.7, 0.1, -19.3, 4.8
19: CN(C(=O)c1ccc(COc2ccccc2Br)o1)c1ccccc1
  -38.8, -47.2, -1.9, -3.4, 0.1, -0.1, -1.1, -11.7, -8.7, -3.4, 15.3
20: COc1cc(C#Cc2c(-c3cncn3C)n(C)c3ccc(-c4cc(OC)c(OC)c(OC)c4)cc23)cc(OC)c1
  10.1, 16.8, -1.6, 4.8, 22.1, 12.2, 36.7, 5.6, -12.9, 9.2, -43.3
21: COc1ccc(C(=O)NC(=S)NCc2cccnc2)cc1OC
  -6.3, -2.7, -5.5, 10.8, -2.1, -1.3, 12.7, -7.6, -0.2, -18.8, 2.1
22: Cc1ccccc1N(CC(=O)Nc1ccccc1C(=O)NCc1ccco1)S(=O)(=O)c1ccccc1
  32.1, 11.9, 24.1, 16.5, -6.6, -3.6, 15.4, 10.2, -4.2, -10.6, -10.7
23: CCCCN1C(=O)C(O)(CC(=O)c2c(C)coc2C)c2ccccc21 (stereo not drawn)
  0.0, -2.9, 14.8, -16.7, -4.8, 14.1, 1.1, 21.0, 7.8, 6.6, 4.3
24: O=C(CSc1nnc(COc2ccccc2)o1)Nc1ccc(F)cc1
  0.2, -11.6, 16.7, 17.1, -1.6, -4.0, -0.6, -14.6, 1.4, -1.0, 13.1
25: O=C1N[C@@H](c2ccccc2)COC(=O)[C@H](Cc2ccc(F)cc2)C/C=C\C[C@@H]1CC(=O)N(CCO)Cc1ccccc1
  5.0, 4.5, -3.7, 9.0, -4.9, -18.5, -26.1, 0.2, -9.0, 12.3, -4.7
26: COCCCn1c(SCC(=O)Nc2ccc(NC(C)=O)cc2)nc2sc3c(c2c1=O)CCC3
  -25.0, 3.8, 2.3, 6.0, 1.8, 24.9, 0.7, 14.7, 9.1, -16.0, 1.5
27: O=C(O)CCSc1ccc2ccccc2n1
  14.4&17.6, -23.9&-13.2, -20.5&-7.0, 20.4, 2.8&-13.3, -11.3&1.0, 0.0&-25.3, -2.7, 6.7&-9.8, -9.9&8.4, 1.4&8.1
28: COc1ccc(CNC(=O)COc2ccc(Br)c(C)c2)cc1
  16.0, -10.5, 6.6, -14.0, -20.3, -12.4, 9.7, 16.4, -2.4, -0.8, -26.9
29: CCOC(=O)c1sc(Nc2cccc(Cl)c2)nc1C
  14.2, -38.1, -11.8, 4.4, -7.3, -35.3, 12.4, -40.4, -10.3, -6.7, -17.2
30: CC(C)(C)C(=O)Nc1ccccc1C(=O)Nc1cccnc1
  -11.1, -13.2, 0.7, 9.3, -9.0, 5.9, 8.8, -7.5, -6.4, -3.3, 2.2

3 entries out of the list above, arranged by the number in TWEAK Fn14 block, highest first:
| No. | Molecule | TWEAK Fn14 block | NCOA1 inh | NR2F2 inh | LRH-1 inv ag | CF NFkB inh | SRC2 inh | LMP1 NFkB inh | NCOA3 inh |
| --- | --- | --- | --- | --- | --- | --- | --- | --- | --- |
| 17 | Cc1cccc(N(CC(=O)NC2CCCC2)C(=O)c2cc3cc4cccc(C)c4nc3s2)c1C | 20.2 | -6.6 | 4.1 | -14.0 | -6.6 | 19.6 | 7.0 | -12.1 |
| 20 | COc1cc(C#Cc2c(-c3cncn3C)n(C)c3ccc(-c4cc(OC)c(OC)c(OC)c4)cc23)cc(OC)c1 | 10.1 | -1.6 | 4.8 | 12.2 | 36.7 | 5.6 | -12.9 | -43.3 |
| 30 | CC(C)(C)C(=O)Nc1ccccc1C(=O)Nc1cccnc1 | -11.1 | 0.7 | 9.3 | 5.9 | 8.8 | -7.5 | -6.4 | 2.2 |

Down the list, quoted from above.
TROY signal inh, nos. 16 to 26: 31.8, 10.0, -12.8, -47.2, 16.8, -2.7, 11.9, -2.9, -11.6, 4.5, 3.8

More compounds.
Values run as follows: TWEAK Fn14 block, TROY signal inh, NCOA1 inh, NR2F2 inh, TRAIL sens C8, LRH-1 inv ag, CF NFkB inh, SRC2 inh, LMP1 NFkB inh, KKLEB tox, NCOA3 inh
31: COc1ccc2c(c1OC)C(=O)N1C2SC(C)(C)[C@H]1C(=O)NC(C)C (stereo partly drawn)
  1.8, 3.7, -34.9, 4.2, -2.6, -11.7, -10.4, -34.6, x, 2.4, -20.8
32: Cc1nc2ccc(NS(=O)(=O)c3ccc(F)cc3)cc2s1
  7.2, -1.3, -20.2, 3.6, 6.4, 8.4, -14.8, 1.5, 1.6, 5.3, 12.7
33: O=C1CSC(c2ccc3c(c2)OCO3)N1c1ccc(Oc2ccccc2)cc1 (stereo not drawn)
  -1.5, 3.0, 8.1, 18.4, 1.2, 8.0, 3.7, 9.9, 2.1, -97.0*, -21.0
34: Cc1ccc(S(=O)(=O)N2CCCC2C(=O)Nc2nc3c(s2)CCCC3)cc1 (stereo not drawn)
  21.8, 18.5, 2.2, -1.6, 4.6, 5.2, -9.0, -2.8, 3.7, 3.9, 2.7
35: O=C(c1ccc(-n2cncn2)c([N+](=O)[O-])c1)N1CCN(S(=O)(=O)c2ccc(Cl)cc2)CC1
  6.2, -5.0, -63.2, 2.0, 7.7, 15.7, 13.6, -46.4, 8.6, -1.4, 30.2
36: O=C(Nc1cc2c3c(c1)C1CCCC1CN3CC1CCCC21)c1ccc([N+](=O)[O-])cc1 (stereo not drawn)
  -45.8, 9.8, -2.6, -14.3, 2.7, -11.2, 6.6, -7.7, -0.6, -5.4, 10.2
37: C/C(=N/NC(=O)c1cccs1)c1c(C)[nH]n(-c2nc3ccccc3s2)c1=O
  23.0, -8.0, -78.6, -1.2, 88.6*, -178.2, -11.1, -47.2, 20.6, 6.2, -56.8
38: CCc1nc2c(OCc3ccccc3)cccn2c1N(C)C(=O)Nc1ccccc1OC
  -7.8, -1.1, -19.4, -8.7, -13.0, -14.5, -18.2, -26.9, x, -4.0, -3.9
39: CC(/C=C/c1ccccc1)=N\NC(=O)C1CC1(C)c1ccccc1 (stereo not drawn)
  39.7, -17.1, -13.1, -4.6, 0.7, 13.1, -16.7, 0.7, -15.6, 5.7, 9.9
40: CN(C)Cc1cnc2ccc(Cl)cn12
  -8.5, 0.1, -6.5, 12.3, 3.4, 9.3, -0.1, 1.4, -8.9, 3.9, 4.9
41: COc1ccc(C(=O)Nc2ccc(/C(C)=N/NC(=O)c3ccncc3)cc2)cc1
  -8.5, -29.2, -73.0, -39.7, -9.1, -122.6, 2.4, -81.1, -13.8, 19.2, -48.3
42: Cc1noc(C)c1CSc1nnc(-c2ccccc2)n1N
  26.9, 4.6, 6.2, -6.5, -10.6, -2.6, -8.4, 14.0, 4.7, -0.4, -11.6

Full records, quoted from the list.
Profile of O=C(c1ccc(-n2cncn2)c([N+](=O)[O-])c1)N1CCN(S(=O)(=O)c2ccc(Cl)cc2)CC1 = TWEAK Fn14 block: 6.2; TROY signal inh: -5.0; NCOA1 inh: -63.2; NR2F2 inh: 2.0; TRAIL sens C8: 7.7; LRH-1 inv ag: 15.7; CF NFkB inh: 13.6; SRC2 inh: -46.4; LMP1 NFkB inh: 8.6; KKLEB tox: -1.4; NCOA3 inh: 30.2
Profile of C/C(=N/NC(=O)c1cccs1)c1c(C)[nH]n(-c2nc3ccccc3s2)c1=O = TWEAK Fn14 block: 23.0; TROY signal inh: -8.0; NCOA1 inh: -78.6; NR2F2 inh: -1.2; TRAIL sens C8: 88.6*; LRH-1 inv ag: -178.2; CF NFkB inh: -11.1; SRC2 inh: -47.2; LMP1 NFkB inh: 20.6; KKLEB tox: 6.2; NCOA3 inh: -56.8
